RmlC RmlD mix: RmlC/RmlD inhibition, mixture screen; inhibition, % at 5.5 µM; hit rate 0.39% among 110,000; RmlC/RmlD coupled enzyme inhibition, 384-well mixture HTS; in the data active means inhibition above about 30%, passing the limit was not always enough; inconclusive means no clear call, values can overlap the other calls; further: strong numbers were not always called active
RT RNaseH block: inhibitors of HIV-1 reverse transcriptase RNase H; P04585; AID 565; inhibition, % at 10 µM; RT-RNase H RNA/DNA duplex cleavage, fluorescence; hit rate 1.9% among 65,000; in the data active means inhibition above about 50%
Starred values were filed as active, the others as inactive; ? = inconclusive; nt = no result given; & = joins results of further samples.

SMILES	RmlC RmlD mix	RT RNaseH block
CCOC(=O)CCSc1nc(C)c2cc(C)ccc2n1	-18	nt
O=C1CCC(=O)N1c1nc2n(n1)C(c1ccccc1)C=C(c1ccc(Br)cc1)N2 (stereo unspecified)	5	0
CCOC(=O)c1ccccc1NS(=O)(=O)c1ccccc1	3	-101
CCC(CC)C(=O)NCc1ccc2c(c1)cc(C)n2C	2	-7
COC(=O)c1cn(-c2ccccc2)c(C)c1C(=O)OC	11	nt
O=C(c1cc(-c2cccs2)on1)N1CCN(c2ccccc2)CC1	nt	57*
Cc1cc(C(=O)Nc2sc3c(c2C#N)CCC(C(C)(C)C)C3)no1 (stereo unspecified)	-23	0
Cc1ccc(NC(=O)COC(=O)CCc2c[nH]c(=O)[nH]2)cc1	11	-5
Cc1ccc(NC2=NC(c3ccc(C)cc3)n3c(nc(C)cc3=O)N2)cc1 (stereo unspecified)	-8	8
COc1ccc(CCNS(=O)(=O)c2ccc3c(c2)CC(C)N3C(C)=O)cc1OC (stereo unspecified)	nt	-8
O=C1[C@@H]2C(c3ccccc3Cl)=NO[C@@H]2C(=O)N1Cc1ccccc1	0	0
CC1CCCCN1Cc1nc2ccccc2c(=O)[nH]1 (stereo unspecified)	-12	nt
COC(=O)CNc1nc(-c2ccncc2)nc2ccccc12	nt	-15
O=C(Nn1cnnc1)C1CCCN1S(=O)(=O)c1ccc(F)cc1 (stereo unspecified)	-12	nt
CC(C)(C)NS(=O)(=O)c1cccc(S(=O)(=O)c2cccc(S(=O)(=O)NC(C)(C)C)c2)c1	nt	3
Cc1ccc(-n2ncc(-c3nnc(SCC(=O)NC4CCCC4)o3)c2N)cc1C	nt	-31
Cc1ccc(OCCCSc2ncccn2)cc1C	-8	nt
Cc1cc(OC2CCCCC2)nc(-c2ccccc2O)n1	-1	-12
O=C(CCN1CCN(CC(=O)Nc2ccccc2F)CC1)Nc1ccccc1F	1	3
COc1c(Cl)cc(C(=O)Nc2ccc(Cl)cn2)cc1Cl	-8	nt
Nc1nc2c(c3c1c(=O)oc1ccccc13)CCCCC2	nt	15
C#CCNC(=O)C1=C[C@@H](c2ccccc2)C[C@@H](OCCCCO)O1	-14	nt
CCn1c(Cc2ccccc2)nnc1SCC(=O)Nc1nccs1	-12	-13
CN(C)c1cccc(NC(=O)Cc2ccc(F)cc2)c1	-1	-11
CCC(=O)c1ccc(N2CCOCC2)c(F)c1	-6	nt
Cc1ccc(CNc2nc3ccccc3n3cnnc23)cc1	7	nt
Cc1cc(C)n2nc(C(=O)NCc3ccccc3)cc2n1	-9	88*
CCN(CC(=O)NC1CCCCC1)S(=O)(=O)c1ccc(Cl)cc1	-11	-11
CCCCN1C(=O)/C(=C/C=C2\N(C)c3ccccc3C2(C)C)SC1=S	1	nt
CCOc1ccc(/C=C2/SC(=S)N(n3c(C)ccc3C)C2=O)cc1	10	nt

Sorted by molar mass (ascending): part of the list above
SMILES	RmlC RmlD mix	RT RNaseH block
CCC(=O)c1ccc(N2CCOCC2)c(F)c1	-6	nt
CCN(CC(=O)NC1CCCCC1)S(=O)(=O)c1ccc(Cl)cc1	-11	-11
O=C(CCN1CCN(CC(=O)Nc2ccccc2F)CC1)Nc1ccccc1F	1	3
Cc1ccc(-n2ncc(-c3nnc(SCC(=O)NC4CCCC4)o3)c2N)cc1C	nt	-31

Going on with the list:
SMILES	RmlC RmlD mix	RT RNaseH block
O=C(COc1ccc([N+](=O)[O-])cc1)Nc1ccc(C(=O)NCc2cccnc2)cc1	?	nt
C1=CC2CC1CC2CN1CCN(Cc2ccccc2)CC1 (stereo unspecified)	-7	nt
Cc1nc2c(C(=O)NCc3ccccc3Cl)c[nH]n2c(=O)c1Cl	-7	nt
COc1ccc(C(c2nnnn2Cc2cccs2)N2CCN(c3ccccc3F)CC2)cc1 (stereo unspecified)	6	18
CC(=O)Nc1c(S(=O)(=O)c2ccccc2)c2nc3ccccc3nc2n1Cc1ccccc1	50	nt
COc1ccc(Nc2nc3ccccc3nc2C)cc1	15	0
O=C(N1CCN(c2ccc(F)cc2)CC1)C12CC3CC(CC(C3)C1)C2	1	5
O=C(Nc1nc(-c2nc3ccccc3s2)cs1)C1CC1	-10	-4
CCSc1nnc([C@@H](N)Cc2ccccc2)o1	12	nt
CCSc1nnc(NC(=O)c2nc(-c3ccccc3)n(-c3ccccc3)n2)s1	6	5
CCN(CC)C(=O)C1CCC(C)(C(=O)O)C1(C)C (stereo unspecified)	-12	-5
CCC(COC(=O)c1cc(OC)c(OC)c(OC)c1)(c1ccccc1)N(C)C (stereo unspecified)	-9&15	3
Cc1nc(NCCN2CCOCC2)c2nnn(Cc3ccccc3Cl)c2n1	-3	-10
O=C(c1cccc(Br)c1)N1CCN(C(=O)N2CCOCC2)CC1	-1	nt
CCn1c(-c2cc(-c3cc(OC)ccc3OC)nc3ccccc23)n[nH]c1=S	2	nt
C/C(=N/NC(=O)c1ccc(Cl)s1)c1ccc(NC(=O)COc2ccc(Cl)cc2)cc1	-20	nt
Cc1nnc(NCc2ccncc2)c2ccccc12	1	-2
CNc1ncc(C(=O)c2ccc(Cl)c(Cl)c2)s1	-8	nt
COc1cc(OC)c(C2C(C#N)=C(N)OC3=C2C(=O)CC(C)(C)C3)cc1OC (stereo unspecified)	-18	-4
Cc1cc(CN2CCOCC2)c(O)c(C2(C)CCCCC2)c1	2	1
O=c1c2c([nH]c3ccccc13)CCCCCC2	-8	-10
Cc1ccc(NC(=O)NNC(=O)C2CC(c3cccnc3)=NO2)cc1 (stereo unspecified)	-2	nt
COc1ccc(NC(=O)N2CCN(c3cccc(C(F)(F)F)c3)CC2)cc1OC	5	nt
Cc1ccc(C(=O)c2c(NC(=O)c3ccccc3)sc(C)c2C)cc1	-3	nt
CCC(C)NC(=O)CSc1ccc(NC(C)=O)cc1 (stereo unspecified)	1	nt
c1ccc(-n2nnnc2N2CCOCC2)cc1	5	-7
CCN(CC)c1ccc(-c2nn3c(-c4n[nH]c5c4CCC5)nnc3s2)cc1	-46	48
COCCNC(=O)C(c1ccccc1C)N(C(=O)Cn1nnc2ccccc21)c1cccnc1 (stereo unspecified)	97	nt
CCC(=O)Nc1c(C)cc(C)cc1Cl	-8	6
COc1cccc(NC(=O)N(Cc2cc3cc(C)cc(C)c3[nH]c2=O)CC2COCCO2)c1 (stereo unspecified)	-8	7

2 records picked at random from those above, as already listed:
SMILES	RmlC RmlD mix	RT RNaseH block
COCCNC(=O)C(c1ccccc1C)N(C(=O)Cn1nnc2ccccc21)c1cccnc1 (stereo unspecified)	97	nt
CCC(C)NC(=O)CSc1ccc(NC(C)=O)cc1 (stereo unspecified)	1	nt

Remaining list, next part:
SMILES	RmlC RmlD mix	RT RNaseH block
CC(C)CNC(=O)c1c(N)n(/N=C/c2ccccn2)c2nc3ccccc3nc12	-5	61*
Cc1ccccc1N=C1NC(=O)CS1	-7	-3
Cc1c(Cl)cnc(NC(=O)CSc2nnc(C)n2Cc2ccccc2)c1Cl	-12	nt
Cc1cc(C)c2c(n1)nn1c(N3CCN(Cc4ccccc4)CC3)cc(C)nc21	nt	5
O=C1c2cnc3nc(SCc4ccc(Cl)cc4)nn3c2CC2c3ccccc3CCN12 (stereo unspecified)	-118	nt
CC(=O)N(c1ccc(Cl)cc1)c1c[nH]c2ccccc12	-11	-11
CS(=O)(=O)Nc1ccccc1C(=O)Nc1cccc(Cl)c1	-12	-13
COc1cc(/C=N/n2c(C)nnc2C)cc(OC)c1OC	-12	-13
C=CCn1c(SCC(=O)NC2CCS(=O)(=O)C2)nc2sc(CC)cc2c1=O (stereo unspecified)	-12	nt
COc1ccccc1CNC(=O)CCNC(=O)Cn1cnc2ccccc2c1=O	5	-32
CCCc1cc(=O)[nH]c(SCC(=O)c2cc(C)n(C)c2C)n1	-7	nt
CCOC(=O)/C=C/c1ccc(C(F)(F)F)cc1S(=O)(=O)NC(C)(C)C	32	nt
CC(=O)Nc1ccc(S(=O)(=O)N2CCNC(=O)CC2)cc1	9	nt
CCCCCCn1c(CN2CCCC(C)C2)nc2c1c(=O)n(C)c(=O)n2C (stereo unspecified)	-8	-15
O=C1C2C3c4ccccc4C(c4ccccc43)[C@@H]2c2nc3ccccc3n21 (stereo partly specified)	-8	nt

Single entries from above:
`COc1cc(/C=N/n2c(C)nnc2C)cc(OC)c1OC` – RT RNaseH block = -13
`Cc1ccc(C(=O)c2c(NC(=O)c3ccccc3)sc(C)c2C)cc1` – RmlC RmlD mix = -3
`O=C1CCC(=O)N1c1nc2n(n1)C(c1ccccc1)C=C(c1ccc(Br)cc1)N2` (stereo unspecified) – RmlC RmlD mix = 5

Given bar-delimited: 5 of the compounds above
mol | RmlC RmlD mix | RT RNaseH block
CC(=O)N(c1ccc(Cl)cc1)c1c[nH]c2ccccc12 | -11 | -11
CS(=O)(=O)Nc1ccccc1C(=O)Nc1cccc(Cl)c1 | -12 | -13
COc1cc(/C=N/n2c(C)nnc2C)cc(OC)c1OC | -12 | -13
C=CCn1c(SCC(=O)NC2CCS(=O)(=O)C2)nc2sc(CC)cc2c1=O (stereo unspecified) | -12 | nt
COc1ccccc1CNC(=O)CCNC(=O)Cn1cnc2ccccc2c1=O | 5 | -32

(more compounds)
SMILES	RmlC RmlD mix	RT RNaseH block
O=C(CCNc1cccc(Cl)c1)c1ccco1	-18	-20
Cc1ccc(N2CCN(C3=NC(=O)/C(=C\c4cccs4)S3)CC2)cc1	13	nt
CN(Cc1ccccc1)C(=O)c1ccccc1NC(=O)c1ccccc1	4	nt
COc1cc2c(cc1OC)C(c1cc(OC)c(OC)c(OC)c1)NCC2 (stereo unspecified)	-9	-9
CCOCCn1c(CN2CCN(c3ccc(OC)cc3)CC2)nc2c1c(=O)n(C)c(=O)n2C	7	3
Cc1ccc(-n2ncc3c(=O)[nH]c(SCC(=O)N4CCCCC4)nc32)cc1	12	-14
CCn1c(-c2ccc(OC)c(OC)c2)n[nH]c1=S	-20	-9
COC(=O)c1cc(=O)n(CCc2ccc(OC)cc2)c(=Nc2ccc(F)c(Cl)c2)s1	-9	nt
CCCOc1ccc(C(=O)N2CC3(CC(c4cccc(NC(=O)[C@@H]5CCC(=O)N5)c4)=NO3)C[C@H]2C(=O)NC2(C(N)=O)CC2)cc1 (stereo partly specified)	7	nt
O=C(CS(=O)(=O)c1cccc(Cl)c1)Nc1ccccc1Cl	9	nt
COc1ccc(-n2cnnc2SCC(=O)N(C)C2CCS(=O)(=O)C2)cc1 (stereo unspecified)	-2	-7
COc1cc2cc(C#N)c(SCC(=O)N3CCOCC3)nc2cc1OC	-6	nt
CCOC(=O)C1CCCN(S(=O)(=O)c2ccc(Br)s2)C1 (stereo unspecified)	16	-41
CCOC(=O)CC1C(=O)NCCN1C(=O)NC1CCCCC1 (stereo unspecified)	-14	nt
Cc1noc(C)c1COC(=O)c1ccc2c(c1)OCO2	9	-53
CCCCN1C2=NCCCN2c2cc(C)c(C)cc21	nt	-12
Cc1cc(CN(C)C)c(OC(=O)N(C)C)cc1C	-7	1
O=C(CCN1C(=O)c2ccccc2C1=O)Nc1ccc(F)cc1F	-9	-3
CCCC(c1nnnn1Cc1ccc(F)cc1)N1CCN(C2CCCCC2)CC1 (stereo unspecified)	11	-5
CC1(c2nnc(-c3ccncc3)o2)CC(c2cccc(Cl)c2)=NO1 (stereo unspecified)	0	nt
Cc1cccc(OCCSc2cc(C)nc(N)n2)c1	-8	-43
NC(=O)[C@H]1CC2(CC(c3cccc(NC(=O)[C@H]4CCC(=O)N4)c3)=NO2)CN1C(=O)c1cc([N+](=O)[O-])cc([N+](=O)[O-])c1 (stereo partly specified)	0	nt
CCOC(=O)c1sc(NC(=O)c2c(C)noc2C)c(C(=O)OCC)c1C	nt	8
C/C=C(\C)C(=O)NCCN1C2=NC[C@H](C(C)C)N2C[C@@H]1Cc1ccc(OC)cc1	2	nt
COC(=O)C1=C(C)N(CCCC(=O)O)C(=O)NC1c1cc2c(cc1[N+](=O)[O-])OCO2 (stereo unspecified)	-3	nt
CC(C)c1nnc(NC(=O)CCCCCN2C(=O)C3C4C=CC(C4)C3C2=O)s1 (stereo unspecified)	7	nt
CC1CCCN(S(=O)(=O)c2ccc(NC(=O)CN3CCN(C)CC3)cc2)C1 (stereo unspecified)	14	1
CCC(=O)Nc1ccc(OC)cc1OC	-14	-24
Cc1nnc2ccc(N3CCN(C)CC3)nn12	4	-9
CC(=O)c1cccc(NC(=O)N2CCCC2C(=O)NCc2ccc(C)cc2)c1 (stereo unspecified)	-3	-31
Cc1ccc(-c2nnc(SCC(=O)Nc3ccc4c(c3)OCCO4)n2N)cc1	2	10
CCSc1nc2ccccc2n1CC(N)=O	9	-8
Cc1occc1C(=O)NCc1ccccc1	3	nt
Cc1ccc(S(=O)(=O)N/N=C\c2cc3c(cc2[N+](=O)[O-])OCO3)cc1	15	nt
CC(=O)NC1=NC(=O)/C(=C/N2CCOCC2)S1	5	2
C/C=C(/C)C(=O)Nc1cccc(C2=NOC3(C2)C[C@H](C(N)=O)N(C(=O)Cc2ccc([N+](=O)[O-])cc2)C3)c1 (stereo partly specified)	10	nt
COC(C[C@H]1O[C@H]1[C@@H](O)[C@H](C)OCc1ccccc1)OC	-9	nt
COc1ccccc1C(CC(=O)Nc1nccs1)c1ccco1 (stereo unspecified)	-6	4
COc1ccc(/C=N/NC(=O)CCc2c(C)n[nH]c2C)cc1O	12	nt
CCOC(=O)c1c(C)[nH]c(C)c1-c1ccccc1OC	-8	-8
Cn1cccc1Cc1nnc(SCC(=O)N2CCN(c3ccccc3)CC2)n1-c1ccc(F)cc1	12	-15
Cc1nnc(SCC(=O)NCCN2C(=O)CSC2=O)s1	-2	-7
COc1ccc(CNC(=O)C2CCNCC2)cc1	-27	-10
c1ccc(Cn2nnc3c(N4CCc5ccccc5C4)ncnc32)cc1	12	-21
COc1ccc(CCNC(=O)CSc2nnc(-c3cccc(F)c3)o2)cc1OC	-9	6
O=C(NCCc1ccccc1)c1ccc(-c2ccccc2Cl)o1	-10	nt
COc1ccccc1C(=O)n1nc(-c2ccco2)nc1N	nt	-7
Cc1ccc(Cn2ncc3c(N4CCCC4)ncnc32)cc1	-13	-27
O=C1c2cccnc2C(=O)N1Cc1ccc(Cl)cc1	-12	nt

Screening results deposited in PubChem by several laboratories.

The list is partial; the hit share may differ from the screen's.
